# Screening results: PubChem BioAssay, NCI
# NCI-60 one-dose screen, 48 h, at 10 µM unless noted. Numbers give growth in % (100 = growth as untreated, 0 = no growth, -100 = all killed).
# SF-295 – SF-295 CNS cancer cells | 5.6% of 79,000 active | AID 1794758
# U251 – U251 CNS tumor cells | 5.4% of 80,000 active | AID 1794753
# UO-31 – UO-31 renal cancer; 5.2% of 81,000 active; AID 1794768
# SF-539 – SF-539 CNS cancer. 6.8% of 81,000 active. AID 1794752
# 786-0 – 786-0 renal cancer cells. AID 1794775. 5.1% of 81,000 active
# DU-145 – DU-145 prostate cancer. 4.2% of 81,000 active. AID 1794760
# SN12C – SN12C renal cancer cells; 3.8% of 81,000 active
# PC-3 – PC-3 prostate cancer cells; 3.9% of 80,000 active; AID 1794754
# SF-268 – SF-268 CNS cancer cells. 3.1% of 82,000 active
# The depositor's hits bear a star; . = no result given; & = joins results of further samples. Rule for the calls: active = growth percent below 10; inactive = the rest.
SMILES,SF-295,U251,UO-31,SF-539,786-0,DU-145,SN12C,PC-3,SF-268
NS(=O)(=O)c1ccc(CN2C(=O)c3ccc(C(=O)O)cc3C2=O)cc1,99,95,84,100,104,106,101,95,101
COc1cc(/C=C\C(=O)O)ccc1OCc1ccccc1,101,85,81,100,109,103,95,93,95
CC(=O)Nc1ccccc1C(C)=O,110,115,85,129,102,121,101,103,110
N#Cc1nc(-c2ccccc2)oc1N1CCC(c2nc3ccccc3s2)CC1,97,108,80,105,100,104,105,104,96
Cc1ccc(-c2nn[nH]n2)cc1,101,101,95,106,106,111,107,107,104
c1ccc(Cc2cc(-c3cc(Cc4ccccc4)[nH]n3)n[nH]2)cc1,84,91,76,100,96,91,92,88,79
CC1S/C(=N/NC(=O)Cc2csc3nc(-c4ccc(Br)cc4)cn23)N(C2CCCCC2)C1=O (stereo unspecified),.,.,98,75,61,87,102,79,65
O=C(CCCCCNC(=O)c1nc(-c2ccccc2)n(-c2ccccc2)n1)NO,104,97,89,102,106,108,92,75,103
CC[C@@H](c1ccc2cc(OC)ccc2c1)C(C)(C)C(=O)F,99,99,97,103,109,104,105,101,113
CCN1CCN(c2cc(C(F)(F)F)nc(NCCCNc3ccnc4cc(Cl)ccc34)n2)CC1,80,82,62,90,72,95,86,72,94
O=C(CCCCNC(=O)c1cc(=O)c(O)co1)Nc1ccccc1,102,93,76,92,101,104,88,96,91
CCCCCCCCn1c2ccccc2c2c3c(c4c5cc(OC)ccc5oc4c21)C(=O)N(O)C3=O,61,34,92,41,86,99,91,95,87
CC(=O)O/C(C)=C(\C)C(C)=O,102,107,97,104,104,112,109,90,105
COc1ccc(C(=O)NNc2ccc(-c3ccc(OC)c(OC)c3)nn2)cc1,101,95,89,96,96,103,101,104,88
COC(=O)CN,.,99,94,101,109,111,98,99,102
C=CC(=O)Nc1cccc(-c2nc(SC)nc(NCCC)c2C#N)c1,95,.,54,84,84,82,50,85,77
COc1ccc2[nH]c(O)c(N=NC(=O)c3ccc(S(N)(=O)=O)cc3)c2c1,99,104,84,101,101,107,108,104,100
Nc1ncnc2c1N=C1c3ccccc3C(=O)C1C(c1ccc(Cl)cc1)N2 (stereo unspecified),80,86,57,97,99,98,101,75,90
O=C(N/N=C\c1ccc(Cl)c(Cl)c1)N/N=C/c1ccc(Cl)c(Cl)c1,109,107,79,106,101,114,98,98,106
CCCCCCNC(=O)Nc1ncnc2c1ncn2-c1ccccc1,90,95,58,94,86,108,97,89,103
COc1nccc2c(Nc3ccc(S(=O)(=O)Nc4cnc5ccccc5n4)cc3)nc(N)nc12,104,93,79,94,91,105,88,96,96
N=C1NC(=O)SC1N=Nc1ccccc1 (stereo unspecified),95,99,90,100,100,102,94,91,98
COc1ccc(-c2nc(SCCC(C)C)nc(Cl)c2C#N)cc1,101,105,86,99,107,107,103,106,101
CC1=C(C(=O)O)N2C(=O)[C@@H](NC(=O)[C@H](N)C3=CCC=CC3)C2SC1 (stereo partly specified),113,108,84,105,109,157,98,102,126
Cn1c2ccccc2c2c3c(c4c5ccccc5ccc4c21)C(=O)N(O)C3=O,88,53,46,78,92,73,70,50,62
COc1ccccc1Nc1nnc(-c2cc(F)c(F)c(F)c2)o1,97,93,85,98,94,107,99,80,92
CCCCNC(=O)Oc1ccc(/C(=C(/CC)Cc2ccccc2)c2ccc(OCCCN(C)C)cc2)cc1,95,69,60,89,71,89,83,81,78
CSc1ncc(C)c(Nc2ccc(Cl)cc2)n1,96,93,76,118,92,102,102,88,100
O=[N+]([O-])c1ccc(OC2OCC(O)C(O)C2O)cc1 (stereo unspecified),102&92,109&101,92&78,106&102,107&99,122&104,110&104,103&102,110&103
O=C(O)CNc1ccc([N+](=O)[O-])cc1,101,104,92,94,101,110,.,94,104
O=C(c1ccccc1)c1c(/C=C/c2ccc(Cl)cc2)nc2ccccc2c1/C=C/c1ccc(Cl)cc1,101,94,81,99,100,102,92,90,93
NS(=O)(=O)c1ccc(CCn2c(SCC(=O)N/N=C/c3cc(Cl)ccc3Cl)nc3ccccc3c2=O)cc1,36,46,66,67,60,44,81,29,85
O=C(O)c1cc2ccccc2nc1C(=O)O,104,96,74,99,102,109,104,78,103
COc1ccc(/C(=C\c2ccc3c(c2)OCO3)C(=O)Nc2nc3ccc(C)cc3s2)cc1OC,90,104,70,87,88,94,101,91,81
c1ccc(-c2noc(CSc3nc4ccccc4s3)n2)cc1,101,100,81,107,101,106,98,98,100
O=C(Oc1ccc2ccccc2c1)c1ccc([N+](=O)[O-])cc1,102,97,84,106,101,121,106,90,114
C[Si](C)(C)CNCCNC[Si](C)(C)C,103,99,91,107,98,112,106,105,102
CN1N=C2c3cn(Cc4ccccc4)cc3CCC2C1=O (stereo unspecified),124,109,93,105,95,117,98,92,106
C=CCNC(=S)N1CCN(c2ccccc2Cl)CC1,86,101,85,98,96,97,96,.,96
CCn1cc(-c2[nH]c(=S)ncc2-c2ccc(Cl)cc2)c(-c2ccc(Br)cc2)n1,68,74,89,88,101,100,85,64,75
Cc1ccc(NC(=O)Cn2c(-c3cncs3)nc3ccccc32)cc1,99,95,83,.,99,110,105,.,102
CCSc1cc(=O)[nH]c(N)n1,96,104,93,99,100,100,111,113,99
O=C(/C(Cl)=N/O)c1ccccc1,99,91,92,101,97,107,111,106,97
CC(C)Cc1ccc(CC(C)C)c(OCCOCCN(C)C)c1,92,71,70,89,85,94,84,77,99
O=C(c1ccccc1)c1c(C(F)F)n([O-])c2ccccc2[n+]1=O,97,88,83,93,95,103,102,46,108
COC1CCC2CC(C(=O)N3CCC(C(C)C(=O)NCC4CCC(F)CC4)CC3)NC2C1 (stereo unspecified),55,79,52,82,85,82,74,56,80
OCC1OC(n2cnc3c(Cl)ncnc32)C(O)C1O (stereo unspecified),77,81,90,86,110,65,71,72,91
C=CCc1cc(OC)cc(CC=C)c1O,101,100,73,93,95,109,100,91,107
CC1(C)CC(=O)C2=C(C1)N(c1ccc(OC(F)(F)F)cc1)C(N)=C(C#N)C2c1cc(Cl)ccc1Br (stereo unspecified),78,97,89,96,94,100,89,86,82
Cc1cccc(NC(=S)Nc2cccc(C)n2)n1,101,99,104,98,95,110,94,.,103
# Carrying on.
SMILES,SF-295,U251,UO-31,SF-539,786-0,DU-145,SN12C,PC-3,SF-268
CCC/C=C(\CC)C(=O)OCC1CC=CCC1C (stereo unspecified),119,102,85,101,114,111,97,98,101
COc1ccc(OC)c(/C=C2/C=C(c3ccc(Cc4ccccc4)cc3)N(CCc3ccc(S(N)(=O)=O)cc3)C2=O)c1,97,87,78,101,65,106,92,29,92
CCOC(=O)C1CN(C(C)(C)C)C(=O)C1=O (stereo unspecified),96,99,89,98,90,102,102,100,102
CCN(CC)CCCC(C)NCCCNc1cccc2cccnc12 (stereo unspecified),98,91,72,100,109,106,86,87,87
COc1ccccc1NC(=O)COc1cc(O)c2c(=O)cc(-c3ccccc3)oc2c1,107,95,81,94,103,95,94,102,103
COc1cc(C(=O)Nc2nc(-c3ccc(Cl)cc3)cs2)cc(OC)c1OC,.,.,95,98,106,118,107,104,106
Cn1cc(-c2csc(-c3c[nH]c4ccccc34)n2)c2cccnc21,6.6*,27,57,-1.1*,46,17,47,22,45
CCCC(=O)NC1C(Nc2ccc(S(=O)(=O)Nc3nc(C)cc(C)n3)cc2)OC(CO)C(O)C1O (stereo unspecified),100,113,92,103,105,112,114,112,97
COc1nc2c(c(=O)n(C)c(=O)n2C)n1C,101,102,99,99,98,103,105,91,105
O=C1OC(c2ccc(-c3ccccc3)cc2)=C/C1=C/c1cccs1,96,100,83,106,90,103,81,.,89
O=C/C=C/C=C/C=C/c1ccccc1,108,105,80,102,105,108,104,96,103
CCOC(=O)c1cc([N+](=O)[O-])cc([N+](=O)[O-])c1,119,99,81,100,102,116,103,100,101
CC(=O)Nc1ccc2c(c1)C[N+](C)(C1CCCCC1)CO2 (stereo unspecified),.,104,89,101,109,122,102,93,109
Cc1ccc(O)c(C(=O)O)c1,114,93,94,116,104,114,104,104,104
COc1cc2c(cc1OC)=c1c(c(O)c3cccn13)N=2,98,86,104,85,77,98,82,94,104
COC(c1ccccc1)(c1ccccc1)N(C)C,99,100,86,105,96,108,101,92,109
Cc1ccc(N2C(=O)c3ccccc3C2(O)c2ccccc2)cc1 (stereo unspecified),103,98,86,98,115,116,102,89,109
COc1ccc(CSc2nc3cc(OC)c(OC)cc3c(=O)n2-c2ccccc2)cc1,99,96,84,.,108,110,96,90,102
Cn1c(=O)c2c(ncn2CC[N+](C)(C)C)n(C)c1=O,103,101,92,.,108,104,103,94,99
O=[N+]([O-])c1cccc(N=Nc2ccc(O)cc2O)c1,96,64,57,90,74,95,80,58,83
N#Cc1nn(-c2ccc(Cl)cc2)nc1N1CCOCC1,107,104,93,99,99,102,99,103,94
O=C1Nc2ccc(Cl)cc2C1(Cl)Cl,101,104,79,103,106,106,99,87,101
Cn1ccnc1C(=O)/C=C/c1ccc(NC(=O)Nc2ccccc2)cc1,3.8*,2.8*,41,-30*,5.9*,4.2*,46,38,3.2*
CN(C)c1ccc(/C=C/c2ccc3ccccc3n2)cc1,127,88,91,87,113,111,91,108,84
Cc1ccc(C2=N[C@H]3CCC[C@@H]3N(c3ccccc3)C(C(Cl)Cl)=N2)cc1,92,112,82,105,98,101,107,101,95
COc1ccc2[nH]c3c(cnn4cnnc34)c2c1,103,98,87,93,111,105,103,88,100
Cc1cccc(NC#N)n1,120,98,85,107,111,112,103,87,102
c1ccc(-c2onc3ccc(-n4nncc4-c4cccs4)cc23)cc1,102,92,75,95,97,103,99,88,98
COc1cc(Sc2nc3ccccc3o2)cc(OC)c1OC,96,92,81,95,90,106,99,90,97
O=C(Nc1ccc(/C=C2\SC(=O)N(Cc3ccc(OC(F)(F)F)cc3)C2=O)cc1)c1ccc(Cl)c([N+](=O)[O-])c1,96,-19*,68,77,100,73,82,9.1*,63
COc1ccc2[nH]c3c(=O)sc(C(=O)O)cc3c2c1,107,111,86,102,106,111,103,104,98
COc1cc(N=Nc2ccc(C)cc2S(N)(=O)=O)c(C)cc1N,105,99,53,92,103,105,87,79,80
COC1OC(COS(=O)(=O)c2ccc(C)cc2)C(OC(=O)c2ccccc2)C(OC(=O)c2ccccc2)C1OC(=O)c1ccccc1 (stereo unspecified),117,101,.,94,.,112,82,90,96
COc1ccc(C(=O)NCCNc2nccc(-c3c(-c4ccc(F)cc4)nc4sccn34)n2)cc1,62,55,34,79,49,59,70,49,59
Cc1ccc(NC(=O)c2sc3nc(C)c(Br)c(C)c3c2N)cc1,60,51,65,65,30,67,71,54,49
CC(=O)O[C@H]1C2=C(C)CC[C@H]2[C@]2(C)O[C@@]1(C(C)C)C[C@H]2OC(=O)CO,99,.,89,96,105,104,94,90,97
Cc1nc(NC(=S)Nc2ccc(F)cc2)sc1C(=O)NN,133,101,90,106,110,108,99,99,102
Clc1ccc(CSc2nc3ccccc3[nH]2)cc1,67,84,66,105,67,87,64,87,91
NS(=O)(=O)c1ccc(C(=O)NN2C(=O)c3cccc4cc([N+](=O)[O-])cc(c34)C2=O)cc1,100,99,83,101,102,105,96,107,96
O=C(CSc1ccc(-c2ccccc2)nn1)Nc1nc2ccccc2[nH]1,106,91,80,78,110,96,94,113,98
Nc1cc([N+](=O)[O-])ccc1Nc1ccc(O)cc1,87,89,72,65,94,99,91,89,90
O=[N+]([O-])c1ccc(-c2nc(-c3ccccc3)c(-c3ccccc3)n2-c2ccc(S(=O)(=O)Nc3ncccn3)cc2)cc1,9.4*,36,22,54,36,64,39,30,32
COc1ccc(Nc2ncccc2NC(=O)c2cn(Cc3cccc(OC)c3)nn2)cc1,101,103,81,109,92,99,98,96,99
CC(=O)N1N=C(c2ccc3c(c2)OCO3)CC1c1ccc(Cl)cc1 (stereo unspecified),93,103,89,107,100,107,102,101,100

# Among those listed so far, these have an aryl thioether with sulfur outside any ring:
SMILES,SF-295,U251,UO-31,SF-539,786-0,DU-145,SN12C,PC-3,SF-268
C=CC(=O)Nc1cccc(-c2nc(SC)nc(NCCC)c2C#N)c1,95,.,54,84,84,82,50,85,77
COc1ccc(-c2nc(SCCC(C)C)nc(Cl)c2C#N)cc1,101,105,86,99,107,107,103,106,101
CSc1ncc(C)c(Nc2ccc(Cl)cc2)n1,96,93,76,118,92,102,102,88,100
NS(=O)(=O)c1ccc(CCn2c(SCC(=O)N/N=C/c3cc(Cl)ccc3Cl)nc3ccccc3c2=O)cc1,36,46,66,67,60,44,81,29,85
c1ccc(-c2noc(CSc3nc4ccccc4s3)n2)cc1,101,100,81,107,101,106,98,98,100
CCSc1cc(=O)[nH]c(N)n1,96,104,93,99,100,100,111,113,99
COc1ccc(CSc2nc3cc(OC)c(OC)cc3c(=O)n2-c2ccccc2)cc1,99,96,84,.,108,110,96,90,102
COc1cc(Sc2nc3ccccc3o2)cc(OC)c1OC,96,92,81,95,90,106,99,90,97
Clc1ccc(CSc2nc3ccccc3[nH]2)cc1,67,84,66,105,67,87,64,87,91
O=C(CSc1ccc(-c2ccccc2)nn1)Nc1nc2ccccc2[nH]1,106,91,80,78,110,96,94,113,98
